# BoNT-A LC inh2: blocks Botulinum neurotoxin A light chain protease. multiplex microsphere protease substrate cleavage, flow cytometry. inhibition, % at 10 µM. 0.17% of 360,000 active. AID 588499; note: plate controls were buffer without enzyme for full effect and enzyme alone for no effect
# SARS 3CLpro inh: SARS-CoV 3CLpro protease inhibition; P0C6X7; recombinant SARS-CoV 3CLpro, quenched FRET peptide cleavage; inhibition, % at 6 µM; 0.14% of 290,000 active; in the data active = inhibition above about 12%
# PfHsp40 yeast: compounds rescuing yeast from Plasmodium falciparum HSP40 toxicity | S. cerevisiae expressing PfHsp40, growth rescue, ATP luminescence | growth rescue, % at 12.5 µM | 0.68% of 340,000 active | AID 504582; in the data active = growth rescue above about 28%, passing the limit was not always enough; inconclusive = no clear call, values can overlap the other calls;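 note: yeast W303a lacking pdr1 and pdr3 grown in galactose medium; growth measured after three days at 30 °C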
# DUSP3 inh: DUSP3 (human) phosphatase inhibition; P51452; recombinant VHR phosphatase, pNPP absorbance; inhibition, % at 13.3 µM; 0.52% of 290,000 active; in the data active = inhibition above about 50%; note: some compounds called inactive have numbers as strong as hits
# Target sequence (P51452 whole entry, looked up): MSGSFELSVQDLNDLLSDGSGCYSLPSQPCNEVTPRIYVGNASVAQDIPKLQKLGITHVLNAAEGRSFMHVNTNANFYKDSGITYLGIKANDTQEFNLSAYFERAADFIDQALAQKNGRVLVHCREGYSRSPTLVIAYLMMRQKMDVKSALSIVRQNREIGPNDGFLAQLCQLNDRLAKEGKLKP
# CCHFV vOTU inh: CCHFV vOTU protease inhibition; 0.55% of 370,000 active; inhibition, % at 11.5 µM; Pep-AMC fluorescence; in the data active = inhibition above about 30%; note: 0% = vehicle wells with enzyme and 100% = no enzyme wells
# PriA SSB inh: blocks PriA binding to SSB C-terminal tail | AlphaScreen SSBct-PriA binding, biotinylated peptide | inhibition, % at 33 µM | 0.6% of 430,000 active; in the data active = inhibition mostly above about 37%, no sharp cut-off; inactive = mostly below about 20%;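 note: plate controls were negative control peptide for no effect and reference peptide for full effect; strong numbers were not always called active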
# TcdB GH inh: TcdB glycohydrolase inhibition; P18177; TcdB glycohydrolase enzymatic assay, plate reader; inhibition, % at 9.99 µM; 0.24% of 350,000 active; in the data active = inhibition above about 10%
# Anthrax LF inh2: blocks Bacillus anthracis lethal factor protease. inhibition, % at 10 µM. 0.12% of 360,000 active. P15917. AID 588501. multiplex microsphere protease cleavage assay, LF; note: plate controls were buffer without enzyme for full effect and enzyme alone for no effect
# Target sequence (P15917 whole entry, looked up): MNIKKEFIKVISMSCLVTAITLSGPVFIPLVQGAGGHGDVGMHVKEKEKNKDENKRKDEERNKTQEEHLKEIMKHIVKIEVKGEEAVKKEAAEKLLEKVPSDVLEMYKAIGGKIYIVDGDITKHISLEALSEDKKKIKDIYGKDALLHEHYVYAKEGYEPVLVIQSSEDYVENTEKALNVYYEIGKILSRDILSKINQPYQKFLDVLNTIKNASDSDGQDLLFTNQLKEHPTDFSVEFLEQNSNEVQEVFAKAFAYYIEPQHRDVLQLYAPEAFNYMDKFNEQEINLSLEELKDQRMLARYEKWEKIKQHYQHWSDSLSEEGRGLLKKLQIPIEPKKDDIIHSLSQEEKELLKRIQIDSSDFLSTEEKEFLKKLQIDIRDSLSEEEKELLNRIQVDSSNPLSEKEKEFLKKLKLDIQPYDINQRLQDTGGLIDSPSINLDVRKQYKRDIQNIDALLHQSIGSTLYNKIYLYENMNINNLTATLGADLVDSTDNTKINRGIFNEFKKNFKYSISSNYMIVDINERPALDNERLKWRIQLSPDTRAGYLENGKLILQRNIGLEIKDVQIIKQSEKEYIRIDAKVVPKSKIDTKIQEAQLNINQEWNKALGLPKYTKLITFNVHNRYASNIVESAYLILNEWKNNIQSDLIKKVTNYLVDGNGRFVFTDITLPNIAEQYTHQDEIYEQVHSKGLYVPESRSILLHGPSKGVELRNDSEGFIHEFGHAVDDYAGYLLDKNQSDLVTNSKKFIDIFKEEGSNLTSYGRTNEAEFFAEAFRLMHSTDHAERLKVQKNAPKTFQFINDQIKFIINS
# BH1578 lux ind: induces V. cholerae light production without autoinducers; activation, % at 18.7 µM; V. cholerae BH1578 lux reporter, luminescence, 6 h; 0.16% of 350,000 active; in the data active = activation mostly above about 9.7%, no sharp cut-off; inconclusive = no clear call, values can overlap the other calls; inactive = mostly below about 3.7%; note: not every result past the cut was called active; inactives centre near 0; reference of the scale not given here
# Yp Topo-I inh: inhibitors of Yersinia pestis topoisomerase I; 0.064% of 360,000 active; Y. pestis Topo-I cleavage product accumulation, plate reader; activity, % at 10 µM; AID 504884; in the data active = activity above about 50%, passing the limit was not always enough; inconclusive = no clear call, values can overlap the other calls; note: inactives centre near 2
# An asterisk follows results filed as active; i = inactive; ? = inconclusive; · = no result given; & = joins results of further samples. Cut-off read from the data, not from the text of the source, unless noted: active = inhibition above about 30%; inconclusive = no clear call, values can overlap the other calls; inactive = below that. Not all compounds are listed. The share of hits here may be higher or lower than overall.
mol	BoNT-A LC inh2	SARS 3CLpro inh	PfHsp40 yeast	DUSP3 inh	CCHFV vOTU inh	PriA SSB inh	TcdB GH inh	Anthrax LF inh2	BH1578 lux ind	Yp Topo-I inh
Cc1ccccc1OCC(=O)OC1CCN(C)CC1	-1.0	2	-0.5	15	-2	-9	·	-6	0.4	5
C[C@]12c3[nH]c4ccccc4c3CCN1C(=O)C(CC(=O)NCc1ccco1)C[C@@H]2C(=O)N1CCCCC1 (stereo partly specified)	-0.4	·	0.1	·	6	-16	-0.1	-10	1.0	9
O=C(CSc1nnc(-c2ccccn2)n1-c1ccc(Cl)cc1)Nc1ccc2c(c1)OCO2	2.0	1	0.6	-19	2	-4	·	0	-0.4	-7
CCOc1ccc(Cl)cc1CSc1ncn[nH]1	-0.6	1	-0.6	7	-2	-13	4.6	-1	i	0
COC(=O)c1ccc(C2C(C#N)=C(N)Oc3cc(C)n(C)c(=O)c32)cc1 (stereo unspecified)	0.8	-2	0.2	0	0	1	·	-9	-5.3	0
COc1ccnc(CSC(N)=Nc2cccc(C(F)(F)F)c2)c1	2.5	4	-0.8	-8	-11	14	0.3	-6	-0.2	-6
COc1ccccc1N1C(=O)CCC1(C#N)c1ccccc1 (stereo unspecified)	0.2	-9	0.5	11	-2	-4	·	-2	-0.1	-2
N#Cc1cccc(C(=O)OCC(=O)NC(=O)NC2CCCCC2)c1	-0.9	·	-0.2	·	23	1	2.3	0	i	5
C#CCN1C(=O)C(O)(c2c(C)[nH]c3ccccc23)c2ccccc21 (stereo unspecified)	·	1	-0.1	15	-7	8	0.5	·	i	0
Cc1cc(NC(=O)CCC(=O)N(c2ccccc2)C(C)C(=O)NC2CCCC2)no1 (stereo unspecified)	1.2	-1	-0.9	28	-12	-10	-1.1	1	-0.4	15
Cn1c(=N)n(CC(=O)O)c2ccccc21	-0.1	-7	1.1	-2	6	-5	·	0	-0.1	-1
COc1ccc(/C=C/C(=O)Nc2nnc(C(C)C)s2)cc1OC	0.6	2	·	33	-16	-3	-0.8	13	-1.4	0
CC1CCCN(CC(O)CN)C1 (stereo unspecified)	-14	1	1.4	9	-1	-8	·	-18	3.8	5
CCN(CC)C(=O)CSc1nc2ccccc2c(=O)n1OC(C)C	-1.7	5	-0.6	15	3	-11	·	-6	6.2	3
COc1cc(OC)cc(-c2c(-c3ccc(F)cc3)c3cc(-c4ccc5[nH]ccc5c4)ccc3n2C)c1	0.4	·	-1.6	·	-3	0	0.9	-2	i	-1
CC(SC#N)C(=O)C12CC3CC(CC(C3)C1)C2 (stereo unspecified)	-0.2	-3	1.0	-12	-4	-6	1.1	1	i	1
CC(=O)Nc1ccc(C(=O)Nc2ccc(S(=O)(=O)N3CCOCC3)cc2)cc1	-2.6	-2	-0.1	39	1	1	0.0	-7	1.5	4
CCOc1ccc(NC(=S)NC2CC3CCC(C2)N3Cc2ccco2)cc1 (stereo unspecified)	0.0	-2	0.3	17	-4	-11	1.4	-4	-0.3	-3
Cc1ccnc(OC(C(=O)O)C(OCc2ccccc2)(c2ccccc2)c2ccc(C(F)(F)F)cc2)n1 (stereo unspecified)	1.1	11	5.2	22	27	-12	1.1	7	0.3	22
C/C(=N/NC(=O)CNC(=O)COc1ccccc1)c1ccc(Cl)cc1	0.8	4	-0.9	14	5	·	0.5	0	-0.2	9
Cc1c(C(=O)Nc2ccc3c(c2)OCCO3)sc2nc(-c3ccccc3)cn12	-0.8	-2	145*	47	-1	28	-0.7	-2	-0.5	21
C[C@H](NC(=O)c1cc2c([nH]c3ccccc32)c(-c2ccccc2)n1)C(=O)O	-0.8	1	1.7	7	-24	-4	3.1	0	-0.1	4
CCOC(=O)c1c(CN2CCN(CCO)CC2)n(C)c2cc(Br)c(OC)cc12	0.2	-3	-0.7	10	-7	6	·	-1	-0.4	3
Clc1ccccc1-c1csc(Nc2cccnc2)n1	?	5	0.5	13	7	-6	0.9	-5	-0.6	1
CCCC(C(=O)NC1CCCC1)N(Cc1ccccc1)C(=O)c1snc(C(N)=O)c1N (stereo unspecified)	-1.3	2	23	11	2	13	0.9	2	i	14

# (listing goes on)
mol	BoNT-A LC inh2	SARS 3CLpro inh	PfHsp40 yeast	DUSP3 inh	CCHFV vOTU inh	PriA SSB inh	TcdB GH inh	Anthrax LF inh2	BH1578 lux ind	Yp Topo-I inh
CCc1c(C)nc(N)c(C#N)c1-c1ccccc1	0.0	-6	1.0	0	-4	-10	0.0	-1	-0.4	11
CCOC(=O)N1CCC(n2c(=S)[nH]c3cc(OCC)c(OCC)cc3c2=O)CC1	?	-3	0.6	-2	-9	-5	·	-5	i	1
N#CC(c1ccccn1)c1ncc(C(F)(F)F)cc1Cl (stereo unspecified)	-0.4	2	-0.2	1	-3	0	1.3	2	-0.3	8
O=C(COc1ccc(Cl)cc1Cl)Nc1cccc(-c2ccc(N3CCOCC3)nn2)c1	-1.2	·	0.7	·	-6	2&-12	1.2	-3	-1.0	9
O=C1c2ccccc2NC(c2ccco2)N1NS(=O)(=O)c1ccccc1 (stereo unspecified)	-0.8	-4	1.3	-15	-30	16	1.0	-6	-0.2	-10
O=C(NCCCn1ccnc1)c1cc([N+](=O)[O-])cc([N+](=O)[O-])c1	-0.2	4	-0.1	8	-14	-4	-0.4	2	-0.4	-4
COC(=O)c1ccc(/C=N/OCC(=O)NCc2ccc(F)cc2)cc1	-0.4	-4	-1.6	5	4	·	-0.5	-3	2.0	2
CC1(C)CC(C(CC(=O)O)c2ccccc2)CCO1 (stereo unspecified)	0.9	4	-0.1	4	-11	4	0.8	-3	0.9	4
COc1cc(/C=C/C(=O)OCC(=O)NCc2ccc(F)cc2)ccc1O	0.5	·	1.4	·	-6	-1	2.2	4	0.1	4
Cc1ccccc1OCC(=O)N/N=C/c1cn(C)c2ccccc12	-11	2	?	6	6	i	0.8	7	-0.8	4
Cn1c(=O)c(C(=O)CSc2nncs2)c(N)n(Cc2ccccc2)c1=O	1.0	-3	-0.4	10	26	-1	0.9	1	i	-2
COC(=O)C1=C(N)N(c2ccccc2C(F)(F)F)C2=C(C(=O)CCC2)C1c1ccc2c(c1)OCO2 (stereo unspecified)	-0.7	3	0.0	27	14	-14	·	1	i	12
Cc1c(NC(=O)c2ccco2)cccc1C(=O)NN1C(=O)c2ccccc2C1=O	1.1	1	-0.3	26	-8	1	-5.5	-2	i	-7
O=C1CC2c3ccccc3CCN2C(=O)CN1Cc1ccccc1 (stereo unspecified)	-0.3	·	·	·	5	·	0.7	2	·	·
CC(=O)c1cccc(NCC(=O)Nc2cccc(S(=O)(=O)N3CCCCC3)c2)c1	4.2	·	-0.4	·	29	-9	0.2	0	-12	14
CCOc1ccc(-c2cc(N)n(S(=O)(=O)c3ccc(OC)c(OC)c3)n2)cc1	-0.8	5	2.6	8	10	9	2.3	-5	-0.2	16
CN1CCN(C(=S)c2cn(Cc3ccccc3)c3ccccc23)CC1	-1.4	1	-0.6	22	10	22	0.4	0	-0.8	5
CC1CCC(NC(=O)Cn2c(=O)[nH]c3ccsc3c2=O)CC1 (stereo unspecified)	?	1	0.7	29	5	1	·	?	-0.4	2
O=C(N1CCOCC1)N1CCN(c2nc(-c3ccc(F)cc3)cs2)CC1	0.4	-6	-1.2	8	-6	-4	·	-1	i	-2
CC(=O)Nc1ccc(/C=C/c2noc(-c3ccccc3O)n2)cc1	-2.3	-1	1.0	20	·	-2	·	4	0.4	4
CC(C)CCn1c(Sc2nc3ccccc3s2)nc2c1c(=O)[nH]c(=O)n2C	0.2	-4	2.0	-20	-5	-12&-17	·	0	-0.7	-8
Cc1cccc(C)c1NC(=O)CNC(=O)c1cccnc1	-0.6	-2	-0.4	1	-6	-3	0.9	14	i	-3
CCOc1ccc(S(=O)(=O)c2c(C(=O)c3ccc(C)cc3)cnc3cc4c(cc23)OCCO4)cc1	3.5	4	-0.6	19	-12	-3	·	-2	0.8	5
Cc1nc(-c2cccc(S(=O)(=O)N3CCCCC3)c2)cs1	-0.9	-2	0.2	13	10	-20	1.3	-8	-0.2	8
CC(=O)c1nn(-c2ccc(C)cc2)cc1C(=O)c1cccc(Br)c1	-5.9	·	0.0	·	-9	-19	1.6	-8	-0.2	8

# Random excerpt: 2 entries already listed, in no set order.
mol	BoNT-A LC inh2	SARS 3CLpro inh	PfHsp40 yeast	DUSP3 inh	CCHFV vOTU inh	PriA SSB inh	TcdB GH inh	Anthrax LF inh2	BH1578 lux ind	Yp Topo-I inh
CN1CCN(C(=S)c2cn(Cc3ccccc3)c3ccccc23)CC1	-1.4	1	-0.6	22	10	22	0.4	0	-0.8	5
COc1cc(/C=C/C(=O)OCC(=O)NCc2ccc(F)cc2)ccc1O	0.5	·	1.4	·	-6	-1	2.2	4	0.1	4

# New compounds follow:
mol	BoNT-A LC inh2	SARS 3CLpro inh	PfHsp40 yeast	DUSP3 inh	CCHFV vOTU inh	PriA SSB inh	TcdB GH inh	Anthrax LF inh2	BH1578 lux ind	Yp Topo-I inh
C[C@H]1CN(C2CCCCC2)C(=O)[C@@H]1CC(=O)Nc1ccccc1	-0.3	·	·	·	0	·	0.2	-3	-0.4	-8
O=C(c1ccc(OC2CCN(CCc3ccccc3)CC2)cc1)N1CCCCC1CCCO (stereo unspecified)	1.1	-2	-1.4	50*	3	13	-7.6	-2	i	14
Cc1ccc(C)c(OCCC(=O)OCC(=O)NC2CC2)c1	2.6	·	-0.7	·	4	2	3.0	2	27	4
CCCN(CCC)S(=O)(=O)c1ccc(C(=O)Nc2nnc(-c3cc(OC)cc(OC)c3)o2)cc1	-1.1	-1	0.6	25	·	-14	·	-2	i	-5
N#C/C(=C\c1c[nH]c2ccccc12)C(=O)NCC1CCCO1 (stereo unspecified)	-0.5	1	-0.6	20	10	-7	0.2	-2	-0.8	8
Cc1ccc([C@@H]2C3COCC=C3C(C#N)=C(N)C2(C#N)C#N)o1 (stereo partly specified)	0.3	-1	1.4	8	-9	3	-1.5	0	0.0	-2
COCCN(C(=O)COC(=O)/C=C/c1cccc(C(F)(F)F)c1)c1c(N)n(CC(C)C)c(=O)[nH]c1=O	0.1	·	0.0	·	-4	-22	-0.9	-7	i	0
Nc1[nH]c(C(=O)c2ccccc2)c(-c2ccc(Cl)cc2Cl)c1C(=O)NCCc1c[nH]c2ccccc12	0.5	·	·	·	12	·	-0.6	0	·	·
CC(C)NC(=O)c1sc2c(c1C(=O)Nc1cccnc1)CCCC2	?	5	-1.0	-8	2	-1	0.5	-13	i	0
CC(=O)c1ccc(N2CCN(S(=O)(=O)c3ccc4ccccc4c3)CC2)cc1	-0.1	·	0.6	·	-7	4	-1.3	-14	-0.5	23
Fc1ccccc1OCCCCN1CCCCC1	-7.3	-1	-0.7	26	-11	-6	0.4	0	-0.3	10
Cc1ccc(N2C(=O)c3ccc(N)cc3C2=O)cc1C	0.0	2	2.5	-9	6	-27	·	5	i	0
COC(=O)[C@@H](NCc1cccc(CN[C@H](C(=O)OC)C(C)C)c1)C(C)C	-0.5	0	-1.0	20	11	2	0.9	1	i	-10
CC1(C)CCc2c([nH]c3ccccc3c2=O)O1	-0.2	-1	0.2	13	-3	-6	-0.1	-4	-0.3	-2
CCCCn1c(SCC(=O)NC2CCS(=O)(=O)C2)nc2ccccc2c1=O (stereo unspecified)	-0.1	-4	1.1	10	-3	3	1.8	-12	0.3	2
CCc1ccc(N=C2NC(=O)/C(=C/c3ccc(OCC(=O)O)cc3)S2)cc1	-2.8	-9	-1.1	-8	5	-26	1.4	-12	-0.4	0
Cc1ccc(S(=O)(=O)N2C[C@]3(O)C[C@@H]4C(=O)N(c5ccccc5)C(=O)[C@@H]4C[C@]3(OC(=O)NCc3ccco3)C2)cc1	0.0	·	·	·	-8	·	0.7	0	-0.4	15

# Screening results as filed in PubChem BioAssay.
